# Screening data (PubChem)
# UHRF1 binding = human UHRF1 methylated DNA binding inhibitors; inhibition, % at 4.4 µM; 370,000 compounds, 0.75% hits; AID 687016; Q96T88; UHRF1 binding to methylated oligo, TR-FRET; in the data active = inhibition above about 21%;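 also: UHRF1 SRA domain binding a hemimethylated CpG hairpin DNA probe; 0% = median of test compound wells and 100% = reference inhibitor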
# TCR-CD3 inh = blocks the human TCR-CD3 interaction; 360,000 compounds, 0.37% hits; AID 651800; inhibition, % at 9.4 µM; TAMRA-labeled TCR probe fluorescence, biochemical; in the data active = inhibition above about 19%;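 also: recombinant mutant TCR 2C K166C tagged with TAMRA read by polarization; 0% = receptor in buffer alone and 100% = receptor with positive control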
# rCAG binder = binds r(CAG) RNA repeats; r(CAG) RNA repeat, TO-PRO-1 dye displacement fluorescence; inhibition, % at 3 µM; 370,000 compounds, 1.3% hits; AID 651821;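 active = inhibition above the plate cutoff, the mean of all test compounds on that plate plus 3 SD, cut at about 35% in these data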;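 also: 0% = DMSO alone and 100% = 100 µM mitoxantrone as full dye displacement; higher means more dye released from RNA so lower well fluorescence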
# SIAE inh = blocks human sialic acid acetylesterase | SIAE FP-Rh probe binding, fluorescence polarization | 370,000 compounds, 0.69% hits | inhibition, % at 9.66 µM | Q9HAT2;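 active = inhibition above a cutoff: mean of compounds within the control limits plus 3 SD of those, cut at about 17% in these data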;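 also: 0% = plate median of compound wells and 100% = probe without SIAE protein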
# HTRA1 inhibitor = inhibitors of human serine peptidase HTRA1 | inhibition, % at 5.96 µM | AID 504803 | recombinant HTRA1, FP-rhodamine activity-based probe, fluorescence polarization | Q92743 | 340,000 compounds, 0.5% hits; in the data active = inhibition above about 36%;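 also: 0% = enzyme with DMSO and 100% = wells lacking enzyme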
# MBD2 inh = MBD2-methylated oligo binding inhibition; Q9UBB5; AID 686964; TR-FRET, MBD2 binding to methylated oligonucleotide; inhibition, % at 4.4 µM; 370,000 compounds, 0.31% hits; in the data active = inhibition above about 13%
# NPR2 activator = GC-B (human) receptor activation | P20594 | HEK293-GC-B cells, CNP EC30, cGMP TR-FRET; 0% at EC30 CNP, 100% saturating CNP | activation, % at 10 µM | 370,000 compounds, 0.11% hits | AID 1920062;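 active = activation at 10 µM reaching about 35% in either raw or pattern-adjusted values, limit read from the data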
# Target sequence (P20594 whole entry, looked up): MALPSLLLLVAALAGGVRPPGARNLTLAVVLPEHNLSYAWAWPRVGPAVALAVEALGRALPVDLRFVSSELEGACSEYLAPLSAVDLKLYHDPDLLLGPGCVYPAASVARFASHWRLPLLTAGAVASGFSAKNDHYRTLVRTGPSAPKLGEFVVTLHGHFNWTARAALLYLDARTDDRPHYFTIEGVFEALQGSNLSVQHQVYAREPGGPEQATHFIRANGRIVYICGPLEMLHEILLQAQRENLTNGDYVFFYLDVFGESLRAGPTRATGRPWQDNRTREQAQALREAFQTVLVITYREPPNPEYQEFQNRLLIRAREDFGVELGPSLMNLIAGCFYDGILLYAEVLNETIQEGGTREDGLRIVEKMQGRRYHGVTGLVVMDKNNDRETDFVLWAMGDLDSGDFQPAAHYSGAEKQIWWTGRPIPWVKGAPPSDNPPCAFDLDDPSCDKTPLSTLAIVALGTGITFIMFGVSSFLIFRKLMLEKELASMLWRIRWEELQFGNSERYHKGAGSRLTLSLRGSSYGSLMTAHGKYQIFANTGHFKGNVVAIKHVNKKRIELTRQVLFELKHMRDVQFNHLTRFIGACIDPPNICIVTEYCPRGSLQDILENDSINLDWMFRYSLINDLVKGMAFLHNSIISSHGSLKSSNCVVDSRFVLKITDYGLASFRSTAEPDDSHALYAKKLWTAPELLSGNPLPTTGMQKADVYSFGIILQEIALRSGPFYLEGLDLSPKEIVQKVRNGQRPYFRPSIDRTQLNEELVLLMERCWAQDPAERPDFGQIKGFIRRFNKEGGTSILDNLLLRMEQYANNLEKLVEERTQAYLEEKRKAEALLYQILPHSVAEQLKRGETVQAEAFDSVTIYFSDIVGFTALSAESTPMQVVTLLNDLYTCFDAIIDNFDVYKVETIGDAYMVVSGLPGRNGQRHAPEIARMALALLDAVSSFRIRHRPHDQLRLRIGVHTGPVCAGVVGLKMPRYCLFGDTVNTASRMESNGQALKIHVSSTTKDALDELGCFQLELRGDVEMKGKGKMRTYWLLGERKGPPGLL
# PRMT1 inh = PRMT1 (human) inhibition, primary screen. Q99873. recombinant PRMT1, activity-based probe fluorescence polarization. inhibition, % at 2.79 µM. 370,000 compounds, 1.3% hits. AID 652257;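 active = inhibition above about 21% made by adding two undisclosed values, limit read from the data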
# GC-A act = GC-A (human) enzyme activation; P16066; HEK293 GC-A cells, cGMP TR-FRET, EC30 ANP; 0% at EC30 ANP, 100% saturating ANP; activation, % at 10 µM; 370,000 compounds, 0.14% hits; in the data active = activation above about 40%
# mABHD4 FP = inhibits mouse alpha/beta hydrolase domain 4; Q8VD66; purified mABHD4, FP-Rh probe fluorescence polarization; inhibition, % at 8.92 µM; 370,000 compounds, 0.54% hits; AID 720543;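 active = inhibition exceeding the mean over every tested compound plus 3 SD, cut at about 30% in these data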;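 also: 0% = plate median of compound wells and 100% = S159A mutant with DMSO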
#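 Test system: mouse ABHD4 enzyme, wild type. Reagent: FP-Rh fluorescent activity-based probe, added after compound pre-incubation. Timing: pre-incubation 45 min, probe exposure 60 min, at 25 °C. Technique: FP readout, ex 525 nm / em 598 nm. Benchmarks: high control S159A mutant with DMSO, low control median of compound wells.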
# Numbers without * were called inactive; nt = no result given. The list is partial. The share of hits here may be higher or lower than overall.
Structure,UHRF1 binding,TCR-CD3 inh,rCAG binder,SIAE inh,HTRA1 inhibitor,MBD2 inh,NPR2 activator,PRMT1 inh,GC-A act,mABHD4 FP
COc1ccc([C@@H]2[C@@H]3C(=O)N(C(C)(C)C)C(=O)[C@@H]3[C@]3(Cc4ccc(Cl)cc4)C(=O)N(c4ccc(C)cc4)C(=O)N23)cc1,0,-2,3,-14,-4,-2,5,1,2,-1
O=C(/C=C/NNC(=O)c1cccc(Br)c1)c1cccc(Br)c1,-10,3,11,-21,2,0,-8,-4,-12,-10
CC(C)OP(=O)(c1ccccc1)c1ccccc1,4,0,-1,0,4,-1,-2,-1,-6,7
COc1ccc(C)cc1NC(=O)CSc1nc2ccccc2nc1N1CCCCC1,0,11,8,1,2,-2,-5,1,3,5
COc1ccc(NC(=O)CSCC(=O)Nc2ccc(S(=O)(=O)N3CCCC3)cc2)cc1,5,-3,4,13,1,6,-2,6,0,-8
Cn1ccc2c(-c3ccc(C(C)(C)C)cc3)cc3c(c21)C1CCC3O1 (centres undefined),0,-6,6,9,nt,1,0,-1,1,-1
CCCCN(CCCNC(=O)C1CCN(C(=O)c2cc3sccc3n2C)CC1)Cc1ccccc1,0,-3,-11,-3,2,1,-3,3,-8,4
O=C(CSc1nnnn1C1CCCCC1)N1CCCC1,-1,6,-2,-4,5,1,3,-1,-2,-3
CC(=O)Cc1nsc(NC(=O)C2Cc3ccccc3C(=O)O2)n1 (centres undefined),0,-3,3,2,-3,-7,0,0,-2,-2
Cc1ccc(NC(=S)NC(=O)c2ccc(F)cc2)cc1S(=O)(=O)Nc1ccccc1Cl,-6,0,30,-37,-55,-10,-1,-2,-4,-19
Cc1cc2[nH]c3c(c[n+](C)c4ccccc34)c2cc1C,51*,1,22,3,-3,83*,-4,0,10,-5
COc1cccc(N2CCN(C(C)C(=O)NC34CC5CC(CC(C5)C3)C4)CC2)c1 (centres undefined),3,-11,-8,8,1,2,4,2,0,0
CC(=O)CSc1nc2ccccc2s1,-1,-2,3,5,0,0,0,6,-1,-8
Cc1ccccc1N1CCN(C(=O)c2cc(-c3ccccc3)nc3c2cnn3C(C)C)CC1,3,-3,1,4,1,0,1,2,3,-6
CN(CCO)c1cccc2c1S(=O)(=O)N(Cc1cn(Cc3ccc(F)cc3)nn1)Cc1ccccc1O2,-2,nt,-1,9,nt,-3,4,0,2,4
O=C1CCC(C(=O)OCC(=O)Nc2ccc(SC(F)F)cc2)=NN1,0,0,2,3,-4,-4,-1,12,3,-1
Cc1cc(NC(=O)Nc2cccs2)no1,1,1,3,-3,3,-6,-1,0,-9,-4
CC12CC3CC(C)(C1)CC(C(=O)NC(=S)N1CCOCC1)(C3)C2,0,2,-7,2,0,2,1,1,2,2
CC(=O)c1ccc(S(=O)(=O)NCC(=O)Nc2nc3ccccc3[nH]2)cc1,-3,8,8,-11,5,4,1,4,-1,8
O=C(OCc1ccc([N+](=O)[O-])cc1Cl)c1cnccn1,0,-9,-3,-4,-3,0,4,-4,2,4
O=C1C(=C(O)c2ccccc2)C(=O)c2ccccc21,-6,-3,3,1,0,-4,6,2,4,7
COc1cc(S(=O)(=O)NCc2ccc3c(c2)OCO3)ccc1Cl,-1,-3,-3,-3,-13,6,5,0,0,-8
CC(C)[C@@H]1Cc2[nH]c(=O)[nH]c(=O)c2[C@H](C)O1,-3,0,1,-2,nt,-6,-1,-1,1,-1
COc1ccc(/C=C/c2ccccc2)cc1[C@H]1[C@H]2C=CC[C@@H](C)[C@@H]2C(=O)N1Cc1ccccc1,-1,6,3,1,-10,-3,-1,-1,-3,2
CCC(=O)Nc1nc(N)n(-c2ccccc2)n1,6,3,0,0,11,4,-2,-3,2,5
Cc1nc(NC(=O)c2cccc(Cl)c2)sc1C(=O)N1CCCCC1,1,0,-4,-6,-7,0,-9,4,0,-4
CC(C)C(O)(C(=O)NNc1ccccc1)C(C)C,-1,2,-1,2,10,0,-10,3,3,5
COCC(=O)Nc1ccc(Br)c(C)c1,1,8,4,-6,5,5,-5,-3,-2,1
COc1ccc(C(CNC(=O)COc2ccc([N+](=O)[O-])cc2)N2CCCCC2)cc1 (centres undefined),-2,-2,-2,-4,1,-7,-10,-3,-16,1
COc1cc(NC(=O)COc2ccccc2)c(OC)cc1NC(C)=O,-1,3,-1,7,-1,-4,0,-2,-2,0

# MBD2 inh: hit marks shown above.
compound | UHRF1 binding | TCR-CD3 inh | SIAE inh | HTRA1 inhibitor | MBD2 inh | NPR2 activator | PRMT1 inh | GC-A act | mABHD4 FP
Cc1cc2[nH]c3c(c[n+](C)c4ccccc34)c2cc1C | 51* | 1 | 3 | -3 | 83* | -4 | 0 | 10 | -5

# Later entries.
Structure,UHRF1 binding,TCR-CD3 inh,rCAG binder,SIAE inh,HTRA1 inhibitor,MBD2 inh,NPR2 activator,PRMT1 inh,GC-A act,mABHD4 FP
Cn1ccnc1SCC(=O)NC1(C#N)CCCCC1,1,-5,-1,1,6,1,5,0,1,-2
Cc1ccc(C)[n+](CC(=O)N2CCCCC2)c1,5,5,3,1,-3,9,4,5,-9,-9
Cc1ccc(NC(=O)Cn2c(=O)oc3ccccc32)cc1C,4,-10,6,-8,2,9,-4,4,-1,-10
Cc1ccc(S(=O)(=O)NCCC(=O)NC2CCN(Cc3ccccc3)CC2)cc1,2,-4,-9,-1,5,2,8,3,0,-5
CCOC(=O)N/N=C/c1c(F)cccc1F,2,5,0,-1,-3,2,1,-3,2,6
Cc1cccc(OCC(=O)N2CCc3ccccc3C2)c1,5,6,0,-7,-1,2,-5,7,1,-12
O=C(COc1ccc(Cl)cc1Cl)NCC(=O)N/N=C/c1c[nH]c2ccccc12,1,6,2,3,-1,-4,-2,2,-1,0
COc1ccc(C)cc1NC(=O)C1CCN(S(=O)(=O)c2cccs2)CC1,-1,4,5,7,6,0,3,-2,-2,0
CCNC(=O)NC(=O)CSc1nc2ccccc2n1CCOC,2,3,-5,1,-2,0,4,0,-4,2
CCCOc1cccc(C(=O)Nc2cccc(NC(=O)c3ccco3)c2)c1,6,-1,3,-31,-51,3,1,3,-6,-28
O=C1NC(c2ccccc2)C(c2ccccc2)N1 (centres undefined),-3,0,3,-1,-6,0,1,-1,0,-5
Cc1cc(C)c(OCC(=O)OCC(=O)NNC(=O)c2ccccc2F)c(C)c1,3,-2,3,-1,4,22*,-1,-1,5,0
COC(=O)c1ccc(N2CCN(C)CC2)c(NC(=O)COc2cccc(C)c2)c1,-1,8,-8,-5,0,4,-7,-7,-8,2
CCCC(=O)N1CCC1(C)C(=O)NS(=O)(=O)c1cccc(C)c1 (centres undefined),0,2,1,-4,nt,-5,3,-5,0,-2
N=c1c2c(n(Cc3ccc(Cl)c(Cl)c3)c3c1CCC3)CCCC2,2,8,14,6,-3,-5,-4,-3,0,12
CCOC(=O)c1[nH]c(C)c(C(=O)N2CCCC(Nc3ccc(C)c(C)c3)C2)c1C (centres undefined),-2,3,-10,6,3,4,0,1,-3,2
Cn1ccc2c(N3CCOCC3)cc3c(c21)C1CCC3C1 (centres undefined),-1,-2,0,4,nt,-1,0,3,-4,9
CCCC(C(=O)N1CCOCC1)N1C(=O)C2C3C=CC(C3)C2C1=O (centres undefined),0,-1,1,-3,-5,2,0,-2,2,-4
CN(CC(=O)Nc1ccc(F)cc1)C(=O)COC(=O)c1cc(S(=O)(=O)N(C)C)ccc1N1CCCC1,2,6,2,1,-3,4,0,0,1,2
COc1ccccc1Cc1c(-c2cccc(Br)c2)nc2ccc(Br)cn12,2,-1,54*,7,nt,-3,-2,0,-1,5
CS(=O)(=O)N(CC(=O)N1CCCCCC1)c1cccc(Br)c1,4,-8,-6,1,8,2,-4,2,-6,2
O=C(NCc1ccccc1)C1CCC(=O)N(CCN2CCOCC2)C1 (centres undefined),1,6,-1,4,1,-1,-1,0,2,2
O=C1CCCC(O)=C1C1C2=C(CCCC2=O)OC2=C1C(=O)CCC2,0,-2,1,1,-2,4,1,0,1,-1
Cc1ccc(/C=C2\SC(=S)N(CCC(=O)NNC(=O)c3ccncc3)C2=O)cc1,2,1,-1,0,nt,6,-5,-1,2,2
Cc1ccc(-c2nnc(SCC(=O)NC3CCCc4ccccc43)n2N)cc1 (centres undefined),0,0,-1,3,-3,-5,2,-1,2,5
Cc1cccc(Cc2cnc(NC(=O)C3=NCCN3)s2)c1,1,2,1,-3,5,2,1,1,1,-1
CCn1cc(C(=O)NCc2ccco2)c(=O)c2cc(F)c(N3CCN(C(=O)c4ccco4)CC3)cc21,2,-4,-1,-5,-9,2,3,5,0,-1
Cc1cc(C)cc(NC(=S)NC2CC3CCCC(C2)N3C2CC2)c1 (centres undefined),-4,4,-4,4,-6,-1,1,-3,0,-6
O=C(O)CC(c1ccc(Br)cc1)N1Cc2ccccc2C1=O (centres undefined),0,6,3,13,4,-1,5,-7,0,3
CCc1ccc(NC(=O)c2cc(S(=O)(=O)N3CCc4ccccc43)cn2C)cc1,0,5,2,-6,-12,3,-26,-7,-27,-4

# Whole records, quoted from the list. Order of screens: UHRF1 binding	TCR-CD3 inh	rCAG binder	SIAE inh	HTRA1 inhibitor	MBD2 inh	NPR2 activator	PRMT1 inh	GC-A act	mABHD4 FP
# `Cc1ccc(-c2nnc(SCC(=O)NC3CCCc4ccccc43)n2N)cc1` (centres undefined) is entered as 0	0	-1	3	-3	-5	2	-1	2	5
# `CCOC(=O)c1[nH]c(C)c(C(=O)N2CCCC(Nc3ccc(C)c(C)c3)C2)c1C` (centres undefined) is entered as -2	3	-10	6	3	4	0	1	-3	2

# Later entries:
Structure,UHRF1 binding,TCR-CD3 inh,rCAG binder,SIAE inh,HTRA1 inhibitor,MBD2 inh,NPR2 activator,PRMT1 inh,GC-A act,mABHD4 FP
O=C(O)C(Cc1c[nH]c2ccccc12)N1C(=O)c2ccccc2C1=O (centres undefined),-1,12,1,6,2,0,6,-1,2,0
CCOC(=O)c1sc(NC(=O)CSc2nnc(C(C)C)n2CC)nc1C,-1,3,-2,-5,-5,0,1,0,-6,2
Cc1cc(C)cc(NC(=O)[C@H](Cc2c[nH]c3ccccc23)NC(=O)[C@@H]2Cc3ccccc3CN2)c1,-4,-8,7,2,-19,-2,-3,0,-4,5
COc1ccccc1NS(=O)(=O)c1cccc(C(=O)N/N=C/c2c(C)nn(-c3ccccc3)c2N2CCCC2)c1,0,7,9,17,-1,2,1,-4,3,9
O=C(O)/C=C/c1ccc2c(-c3ccccc3)onc2c1,-1,6,2,-6,3,-7,-16,3,0,-2
COc1ccc(Cl)cc1-c1cc(C(=O)NCC2CCCCC2)[nH]n1,-1,4,3,-12,nt,0,7,1,36,-26
C#CCNc1nc(C(C)C)nc2c1nnn2Cc1ccccc1F,3,1,-7,-3,-7,0,8,-1,6,-1
Cc1cscc1-c1nc(NCC2CC2)nc2ccsc12,4,-8,11,1,nt,8,2,12,-7,-6
COc1ccc2ccc(OCC(=O)NCC3CCCO3)cc2c1 (centres undefined),3,-7,-3,9,-1,-1,0,4,1,2
O=C(NCCc1ccccc1)c1[nH]c(C(F)(F)F)nc1-c1ccccc1,-1,0,3,3,nt,0,3,-3,1,-8
O=C(Nc1cccc(C(F)(F)F)c1)c1cccc(NS(=O)(=O)c2ccc(O)c(C(=O)O)c2)c1,-2,1,79*,-40,-104,3,-1,-3,-2,-48
Cc1cc(C(=O)CSc2nnc(-c3cccnc3)n2-c2ccccc2F)c(C)n1CC1CCCO1 (centres undefined),4,6,4,1,3,2,-8,27*,6,-1
Cc1cc(C)n(-c2nc(O)cc(=O)[nH]2)n1,-1,3,0,0,-2,-4,6,0,-1,1
